BCR signal inh – qHTS Assay to Find Inhibitors of Chronic Active B-Cell Receptor Signaling | 340,000 tested, 0.05% active | ABC-DLBCL IkBa-CBG/CBR reporter, luminescence ratio, 4 h | Potency, µM (top dose mostly 46.1 µM), inactives show at the highest dose ratio change, negative = lower green/red ratio, most hits filed as inhibitors | AID 493014, 2011; active = well fitted inhibition curve with a large enough effect in the signal ratio, with a control signal flat, not every such curve was filed as active; inconclusive = small, poorly fitted or top-dose-only effect, or effect the other way, or a change in a side signal; the % refers to the signal ratio;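 note: potency is the fitted concentration of half-maximal effect; plate controls were basal doxycycline-induced cells for no effect and cells given 10 µM MG132 for full effect; MG132 reads +100%, hits lower the ratio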
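Doxycycline induced both beetle luciferases in TMD8 lymphoma cells; IKK-driven degradation limits the IkappaBalpha-fused green signal, while red luminescence normalises for cell number and nonspecific effects. Compounds tested up to 46 uM, 4 hrs.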
ASM inhibitor – Inhibitors of Secretory Acid Sphingomyelinase (S-ASM): qHTS. placental ASM, HMU-PC fluorogenic substrate, 60 min. AID 504937, 2011. Sphingomyelin phosphodiesterase (Homo sapiens), P17405. 340,000 tested, 0.006% active. Potency, µM (titrated, usually from 57.5 µM), without a hit: at the top dose activity change, negative = inhibition, hits mostly inhibitors; note: potency is the fitted concentration of half-maximal effect
Target sequence (P17405 47-631 limits assumed): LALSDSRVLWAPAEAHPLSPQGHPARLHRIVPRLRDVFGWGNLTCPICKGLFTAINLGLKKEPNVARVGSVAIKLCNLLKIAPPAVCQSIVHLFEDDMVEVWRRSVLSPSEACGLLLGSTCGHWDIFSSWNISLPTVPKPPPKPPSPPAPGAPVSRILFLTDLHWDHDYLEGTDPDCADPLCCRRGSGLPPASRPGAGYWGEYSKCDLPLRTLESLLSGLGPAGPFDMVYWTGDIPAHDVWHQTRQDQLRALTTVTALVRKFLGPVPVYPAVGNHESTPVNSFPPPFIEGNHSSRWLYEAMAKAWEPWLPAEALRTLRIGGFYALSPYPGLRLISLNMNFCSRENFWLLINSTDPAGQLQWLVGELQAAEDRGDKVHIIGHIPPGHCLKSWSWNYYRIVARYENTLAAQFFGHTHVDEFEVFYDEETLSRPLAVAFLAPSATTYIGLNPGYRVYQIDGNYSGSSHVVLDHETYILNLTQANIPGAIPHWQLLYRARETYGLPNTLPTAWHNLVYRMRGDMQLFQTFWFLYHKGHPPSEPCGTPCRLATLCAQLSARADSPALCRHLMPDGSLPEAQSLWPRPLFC
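Fluorogenic HMU-PC substrate (9 uM final) is turned over by placental ASM in 60 min at 37 C after a 10 min compound preincubation. Reaction ended by alkaline stop (pH 10), with fluorescence read at 386/447 nm.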
Giardia killer – Small Molecules that selectively kill Giardia lamblia: qHTS. Giardia lamblia trophozoite viability. 340,000 tested, 0.15% active. activity change, % at 7.66 µM, hits read low; in the data active = activity change below about -80%; inconclusive = between about -30% and that limit;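 note: parasites exposed to compound for two days anaerobically before the ATP read; % is set by controls: 0 for no effect and ±100 for the full control effect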
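Luminescent ATP signal served as the viability read-out, measured 15-30 min after adding ATP detection reagent to trophozoites that had been incubated with compounds for 48 hrs at 37 deg C anaerobically at 100 cells/well.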
Menin MLL FP TR – qHTS Assay for Inhibitors Targeting the Menin-MLL Interaction in MLL Related Leukemias: Competition With Texas Red Labeled MLL-derived Mutant Peptide; Potency, µM (titrated, usually from 61.6 µM), without a hit: at the top dose FP activity change, negative = inhibition, hits mostly inhibitors; O00255; 270,000 tested, 0.23% active; AID 1768, 2009; Menin + Texas Red MLL mutant peptide, fluorescence polarization; active = well fitted inhibition curve with a large enough effect in the polarisation, with a control signal flat, not every such curve was filed as active; inconclusive = small, poorly fitted or top-dose-only effect, or effect the other way, or a change in a side signal; inactive = no such curve, though single readings can be large or run the other way; the % refers to the polarisation; note: potency is the fitted concentration of half-maximal effect; % of control where 0% means no effect; many of its hits are not listed in these tables
B2AR arrestin – qHTS assay of beta-arrestin-biased ligands of beta2-adrenergic receptor; beta-arrestin recruitment to beta2AR, cell-based reporter; 330,000 tested, 0.02% active; Potency, µM (doses to about 46.1 µM), inactives show at the top dose activation, usual class: activators; AID 492947, 2010; Beta-2 adrenergic receptor (Homo sapiens), P07550;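 note: potency is the fitted concentration of half-maximal effect; 0% = DMSO controls and full agonism = EC100 isoproterenol or metaproterenol; nearly all actives have a fitted effect of over 65% in size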
a7 integrin act – qHTS for Activators of Integrin-Mediated Alleviation for Muscular Dystrophy; alpha7betagal myoblasts, beta-gal FDG fluorescence, 48 h; Potency, µM (doses to about 38.3 µM), inactives show at the highest dose activation, hits mostly activators; 350,000 tested, 0.064% active; AID 624291, 2012;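 note: potency is the fitted concentration of half-maximal effect; 100% = response of the positive control SU9516; nearly all actives have a fitted effect of over 60% in size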
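alpha7betagal+/- myoblasts (passage 13, 250/well) treated 48 h at 37C with compounds at 1:260 dilution of DMSO stock. Lysed, then beta-galactosidase activity read as FDG fluorescence (ex 480/em 540) after 30 min, with pre-read for autofluorescence.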
Tb PFK block – qHTS Assay to Find Inhibitors of T. brucei phosphofructokinase. ATP-dependent 6-phosphofructokinase (Trypanosoma brucei brucei), O15648. T. brucei PFK, ADP-Glo luminescence. Potency, µM (top dose mostly 57.5 µM), without a hit: at the highest dose activity, negative = inhibition, hits mostly inhibitors. 330,000 tested, 0.17% active. AID 485367, 2010;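 note: potency is the fitted concentration of half-maximal effect; 0% = uninhibited 1x PFK enzyme wells and -100% = no-enzyme wells; nearly all actives have a fitted effect of over 60% in size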
Target sequence (O15648 whole entry, looked up): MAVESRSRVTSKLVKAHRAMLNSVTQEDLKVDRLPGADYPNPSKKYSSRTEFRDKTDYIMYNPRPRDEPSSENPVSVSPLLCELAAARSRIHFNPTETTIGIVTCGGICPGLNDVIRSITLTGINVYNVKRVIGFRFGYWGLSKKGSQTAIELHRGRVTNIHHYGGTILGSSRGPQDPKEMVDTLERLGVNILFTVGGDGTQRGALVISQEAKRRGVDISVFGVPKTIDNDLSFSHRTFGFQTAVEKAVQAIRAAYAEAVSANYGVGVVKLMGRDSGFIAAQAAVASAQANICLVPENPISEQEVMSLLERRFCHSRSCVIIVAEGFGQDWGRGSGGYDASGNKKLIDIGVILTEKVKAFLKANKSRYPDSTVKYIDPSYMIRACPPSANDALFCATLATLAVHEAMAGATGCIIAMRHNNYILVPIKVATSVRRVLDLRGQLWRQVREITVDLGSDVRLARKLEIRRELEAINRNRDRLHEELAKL
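In TEA buffer at pH 8.0 with 5 mM MgCl2, enzyme (1.25 nM) converted F6P (0.5 mM) and ATP (0.1 mM) for 45 min at room temperature. ADP product was read by luciferase luminescence.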
PTAP TSG101 blk – qHTS Assay for Iinhibitors of HIV-1 Budding by Blocking the Interaction of PTAP/TSG101; Fluorescence polarization, FITC-PTAP peptide / Tsg101 binding; AID 493005, 2010; Tumor susceptibility gene 101 protein (Homo sapiens), Q99816; Potency, µM (top dose mostly 115 µM), inactives show at the top dose activity change, negative = inhibition, actives largely listed as inhibitors; 340,000 tested, under 10 active; active = well fitted inhibition curve with a large enough effect in the main read-out, with a control signal flat, not every such curve was filed as active; inconclusive = small, poorly fitted or top-dose-only effect, or effect the other way, or a change in a side signal; inactive = no such curve, though single readings can be large or run the other way; note: potency is the fitted concentration of half-maximal effect; % of control where 0% means no effect
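FP read-out: FITC-PTAP peptide, 50 nM final, binding Tsg101 binding domain, 10 uM final; 20 min, r.t.; 10 mM HEPES pH 7.5, 0.15 M NaCl, 0.01% Tween 20, 3 mM EDTA, 0.1 mM TCEP.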
FBPA coupling cs – qHTS Assay for Inhibitors of Fructose-1,6-bisphosphate Aldolase from Giardia Lamblia: Coupling assay counterscreen | activity change, negative = inhibition, % at 58.2 µM, hits read low | 290,000 tested, 0.67% active | coupling enzyme system counterscreen, AmpLite Red fluorescence | AID 2472, 2010; in the data active = activity change below about -30%; note: % is set by controls: 0 for no effect and ±100 for the full control effect
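Activity here indicates interference with the coupling reaction, not aldolase inhibition. Compounds at 57.5 uM final met coupling enzymes for 10 min at RT; substrate and AmpLite Red detection followed, with a 525/598 nm fluorescence read after 20 min.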
GALK inh – qHTS Assay for Inhibitors of Human Galactokinase (GALK); AID 1868, 2009; Purified GALK, Kinase-Glo residual ATP luminescence; Potency, µM (titrated, usually from 57.5 µM), without a hit: top-dose activity change, negative = inhibition, actives largely listed as inhibitors; P51570; 270,000 tested, 0.007% active; note: potency is the fitted concentration of half-maximal effect; % is set by controls: 0 for no effect and ±100 for the full control effect
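Kinase-Glo Plus luminescence measured ATP left after a 1 h room-temperature reaction. The reaction used 5 nM GALK, 100 uM galactose and 35 uM ATP at pH 8.0 (20 mM HEPES, 5 mM MgCl2, 60 mM NaCl, 1 mM DTT, 0.01% BSA).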
PKM2 act – qHTS Assay for Activators of Human Muscle isoform 2 Pyruvate Kinase; Pyruvate kinase PKM (Homo sapiens), P14618; purified PKM2, Kinase-Glo ATP luminescence, activation; response scale: 0% is enzyme alone, no compound; Potency, µM (titrated, usually from 57.5 µM), for the others: at the top dose activation, hits mostly activators; 260,000 tested, 0.34% active; note: potency is the fitted concentration of half-maximal effect; % is set by controls: 0 for no effect and ±100 for the full control effect; nearly all actives have a fitted effect of over 55% in size
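Kinase-Glo luminescence reports ATP generated from ADP (0.1 mM) and PEP (0.5 mM) by purified hPK-M2 after 1 h at room temperature, pH 7.2 imidazole buffer; intermediate enzyme activity allows detecting inhibitors and activators.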
Numbers without * were called inactive; ? = inconclusive; / = not tested or not shown; & = joins results of further samples; [ ] = another dose, or the depositor's remark. Unless noted, calls come from the whole dose curve; as a rule, active = well fitted curve in the direction sought with a large enough effect; inconclusive = small, poorly fitted or top-dose-only effect, or another doubt; inactive = no such curve, though single readings can be large; an effect the other way counts as inactive or inconclusive.

SMILES	BCR signal inh	ASM inhibitor	Giardia killer	Menin MLL FP TR	B2AR arrestin	a7 integrin act	Tb PFK block	PTAP TSG101 blk	FBPA coupling cs	GALK inh	PKM2 act
O=C(Nc1ccccc1Cl)c1cc(S(=O)(=O)N2CCCC(C(=O)O)C2)ccc1F (stereo not drawn)	5%	6%	-11	11%	0.0%	16%	1%	-5%	10	0%	-11%
Cc1ccc(CCNC(=O)c2nnc(CS(=O)(=O)c3ccccc3)o2)cc1	11%	-5%	12	0%	-0.6%	-22%	-4%	0%	-1	/	0%
N#C/C(=C\c1c(N2CCN(Cc3ccccc3)CC2)nc2ccccn2c1=O)S(=O)(=O)c1ccccc1	?	15%	2	/	0.3%	-26%	1%	7%	/	5%	/
O=C(NNc1c(Cl)cc(Cl)cc1Cl)C1CCC1	1%	2%	0	1%	0.1%	10%	-4%	1%	-1	0%	1%
Cc1cc(C)c2nc3s/c(=C/c4ccc5c(c4)n(C)c(=O)n5C)c(=O)n3c2c1	4%	/	/	-1%	-0.4%	/	-4%	/	-1	0%	-6%
CCOc1ccc(C(=O)NCC(=O)NCC(c2ccc(OC)cc2)N2CCCC2)cc1 (stereo not drawn)	8%	/	2	/	0.4%	-12%	-10%	0%	/	/	/
CCOC(=O)C1CCN(C(=O)c2ccc(OCC(=O)Nc3ccc(OCC)cc3)c(OC)c2)CC1	2%	3%	-6	/	-0.1%	-5%	-15%	-1%	/	/	/
CCc1nnc(NC(=O)CCCSc2nc3ccccc3[nH]2)s1	-7%	3%	-7	-2%	0.1%	7%	2%	-3%	-1	10%	-1%
O=C(NCc1cccs1)c1ccc(S(=O)(=O)N2CCOCC2)cc1	-1%	2%	1	-15%	0.1%	3%	-3%	-2%	-1	0%	1%
COc1cc(/C=C2\NC(=S)N(C)C2=O)ccc1OCc1cccc(F)c1	10%	2%	10	33%[activator]	-0.7%	11%	-9%	0%	1	3%	/
CCSc1nnc(NC(=O)c2ccc(C)cc2)s1	?	-1%	-2	-11%	-0.4%	43%	-2%	-4%	-19	-3%	4%
C/C(=N\Nc1nc2c(s1)CCCC2)c1ccccc1	?	2%	-19	/	0.0%	-7%	-3%	3%	-6	-5%	-19%
CCN(CC)S(=O)(=O)c1ccc(=O)n(CC(=O)N2CCCc3cc(C)ccc32)c1	1%	-2%	2	/	4.0%	3%	-3%	-2%	/	/	/
Cc1nc(N2CCN(c3ccccc3)CC2)[nH]c(=O)c1C	0%	3%	-15	1%	-1.4%	2%	3%	2%	1	-3%	2%[11.5 µM]
CCc1nnnn1-c1ccc([N+](=O)[O-])cc1C	?	-4%	-8	10%	0.0%	0%	0%	-1%	3	10%	-4%
Nc1nc(NCc2ccccc2)nc(Nc2ccc(F)cc2)c1[N+](=O)[O-]	4%	-3%	0	15%	-0.3%	20%	-2%	-3%	-4	-1%	-2%
COc1cc(C2NC(=O)NC(C)=C2C(=O)OC2CCC(C)CC2)ccc1O (stereo not drawn)	?	6%	3	2%	-1.2%	20%	1%	-1%	-1	4%	-1%
Cc1ccc(-c2ccc(/C=N/N3C(=O)C4C5C=CC(C6CC56)C4C3=O)o2)c([N+](=O)[O-])c1 (stereo not drawn)	4%	6%	-5	10%	0.3%	-4%	2%	-7%	-5	-1%	1%
Cc1ccc(NC(=O)CN2CC(C)SC2=NC2CCCCC2)cc1 (stereo not drawn)	-1%	0%&0%	50&8[activator]	-2%	-0.3%	4%&-4%	-1%	-10%&0%	2	0%	-7%
Cc1ccnn1CC(=O)N/N=C/c1cn[nH]c1-c1ccccc1	8%	3%	-12	/	0.0%	-17%	3%	-2%	5	-1%	6%
COC(=O)CCC(=O)OC1(C)C(=O)C2=CN(c3ccc(OC)cc3)C(c3ccc(OC)cc3)=CC2=C(Br)C1=O (stereo not drawn)	/	23%	-7	6%[11.7 µM]	/	16%	/	-5%	-10	/	-9%[11.5 µM]
CC1NC(=O)NC1CCCCCC(=O)Nc1ccc(F)cc1 (stereo not drawn)	-19%	-1%	-8	6%	0.0%	5%	-5%	0%	1	-1%	11%
CCOc1ccc(NC(=O)CCNS(=O)(=O)c2cccs2)cc1	?	0%	-10	2%	-0.2%	10%	-1%	-9%	1	0%	-11%
CN(C)CCNC(=O)c1c(O)c2c([nH]c1=O)CCCC2	-3%	-2%	6	-11%	-0.3%	-14%	0%	-4%	-1	0%	7%
COCCOc1nc2c(c(=O)n(C)c(=O)n2C)n1CCc1ccccc1	?	-1%	3	-22%	-0.5%	-42%[inhibitor]	5%	2%	-1	-2%	6%
Cc1cc(C)n2nc(SC(C)C(=O)N3CC(C)OC(C)C3)nc2n1 (stereo not drawn)	-1%	6%	7	/	-0.3%	23%	0%	-5%	/	/	/
CCCn1c(SCC(=O)N2CCCC2=O)nc2ccccc2c1=O	?	7%	-25	/	0.0%	31%	-3%	-3%	/	/	/
Cc1ccc(S(=O)(=O)ON2C(=O)c3cccc4cccc(c34)C2=O)cc1	0%	0%	14	-15%	-0.3%	-3%	0%	-5%	0	1%	-2%
Cc1ccc(C(CNS(=O)(=O)c2ccccc2)N2CCN(C)CC2)cc1 (stereo not drawn)	5%	6%	-15	/	0.4%	0%	1%	1%	/	/	/
COc1ccc2cc(/C=N/NC(=O)c3c(Cl)cnn3C)c(Cl)nc2c1	1%	28%	-3	-4%	-0.7%	8%	1%	1%	4	/	-1%
N/C(COc1ccc(Cl)cc1)=N\NS(=O)(=O)c1ccccc1	-1%	-3%	3	9%	-0.3%	14%	-5%	-4%	4	0%	-1%
C=CCOc1ccc(/C=N/O)cc1Cl	-15%	4%	8	13%	-0.1%	?	2%	-1%	0	1%	-3%
COc1cccc(CNC(=O)COC(=O)CNC(=O)c2ccc(-c3ccccc3)cc2)c1	-3%	-5%	-13	/	0.0%	22%	-5%	-2%	/	/	/
Cn1c(SCC(=O)NC2CCCCC2)nnc1-c1ccccc1O	3%	-2%	11	/	0.1%	0%	-3%	-5%	/	-1%	/
COc1ccc(NC(=O)/C=C/c2ccc(C)o2)cc1S(=O)(=O)N1CCOCC1	-1%	-1%	8	12%	-0.1%	-1%	-6%	-2%	-2	0%	17%
CCOC(=O)COc1ccc(S(=O)(=O)NC2CC2)cc1	-1%	3%	-23	-5%	-0.4%	-18%	0%	-3%	1	8%	-2%[11.5 µM]
OCCNc1nc(Nc2ccccc2)nc(Nc2ccccc2)n1	-3%	-7%	5	8%	-0.1%	21%	1%	1%	0	-5%	1%
Cc1ccnc(SCc2cn3c(C)cccc3n2)n1	0%	0%	-1	-7%	-0.5%	21%	-1%	4%	-1	-2%	-13%
COc1ccc2c(c1)CCC(C)N2S(=O)(=O)c1ccc(C2CNC(=O)C2)cc1 (stereo not drawn)	6%	0%	6	-2%	-0.5%	-11%	2%	-1%	2	-2%	8%
COc1ccc(-c2csc3ncn(-c4ccc(C)cc4)c(=O)c23)cc1OC	?	-3%	-2	1%	-0.4%	5%	-2%	0%	5	1%	-5%
O=C(Cn1nnc(-c2ccccc2)n1)N/N=C/c1ccc(-c2ccc(Cl)cc2)o1	-3%	176%[activator]	-7	?	-0.2%	?	-3%	-5%	1	0%	7%
O=C(NCC1COc2ccccc2O1)c1c[nH]c2ccc(S(=O)(=O)N3CCOCC3)cc2c1=O (stereo not drawn)	-3%	1%	6	?	0.0%	-11%	0%	-1%	0	2%	1%
CCN(CC)CCNC1=NCCn2c1cc1cc(OC)ccc12	-19%	123%[activator]	4	-18%	-0.2%	-64%[inhibitor]	1%	-3%	1	0%	0%
COC(=O)c1sccc1NC(=O)CSCCc1ccccn1	?	-1%	-5	-2%	0.0%	-20%	0%	-4%	3	-2%	0%

Bioassay records as filed in PubChem BioAssay.

Some of the compounds tested. The share of hits here may be higher or lower than overall.
